CCHF vOTU inh = CCHFV vOTU protease inhibitors, primary screen, biochemical, Pep-AMC substrate, fluorescence | 370,000 tested, 0.55% active | inhibition, % at 11.5 µM | Crimean-Congo hemorrhagic fever virus L polyprotein viral ovarian tumor (vOTU) protease …; in the data active = inhibition above about 30%; also: 0% = vehicle wells with enzyme and 100% = no enzyme wells
Rv3671c protease = Rv3671c serine protease inhibitors, primary screen, biochemical, fluorescence polarization, M. tuberculosis H37Rv | P9WHR9 | inhibition, % at 5.96 µM | 320,000 tested, 0.048% active | AID 2606, 2010; in the data active = inhibition above about 38%;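 also: extracellular domain of Rv3671c used as enzyme; 0% = enzyme with DMSO and 100% = no enzyme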
Target sequence (P9WHR9 whole entry, looked up, the tested form may be a part): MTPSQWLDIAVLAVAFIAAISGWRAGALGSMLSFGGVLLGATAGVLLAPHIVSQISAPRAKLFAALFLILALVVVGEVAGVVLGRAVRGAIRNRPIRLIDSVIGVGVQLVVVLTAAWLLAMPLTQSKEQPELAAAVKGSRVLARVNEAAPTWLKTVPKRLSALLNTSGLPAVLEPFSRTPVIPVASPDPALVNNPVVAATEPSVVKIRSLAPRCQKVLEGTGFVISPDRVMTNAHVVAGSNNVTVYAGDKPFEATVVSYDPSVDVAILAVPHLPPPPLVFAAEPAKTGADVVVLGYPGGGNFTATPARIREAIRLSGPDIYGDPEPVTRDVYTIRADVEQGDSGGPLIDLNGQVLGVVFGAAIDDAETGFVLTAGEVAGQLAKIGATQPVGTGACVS
BoNT-F LC inh = BoNT/F light chain protease inhibitors, primary screen, biochemical, flow cytometry, MLPCN library; Botulinum neurotoxin type F light chain protease (Clostridium botulinum); Multiplex microsphere protease cleavage assay; inhibition, % at 10 µM; 360,000 tested, 0.22% active; AID 588497, 2011; in the data active = inhibition above about 35%, passing the limit was not always enough; inconclusive = no clear call, values can overlap the other calls; also: plate controls were buffer without enzyme for full effect and enzyme alone for no effect
BoNT A protease = BoNT/A light chain protease inhibitors, primary screen, biochemical, flow cytometry, MLPCN library; multiplex microsphere protease substrate cleavage; 360,000 tested, 0.17% active; inhibition, % at 10 µM; Botulinum neurotoxin type A light chain protease (Clostridium botulinum A str. ATCC 3502); also: plate controls were buffer without enzyme for full effect and enzyme alone for no effect
MazF activator = activators of E. coli MazEF toxin-antitoxin RNase, primary screen, biochemical, fluorescence, uHTS; Endoribonuclease toxin MazF (Escherichia coli (strain K12)), P0AE70; 350,000 tested, 0.32% active; FAM/BHQ RNA-DNA oligo cleavage fluorescence, 5 h; activation, % at 20 µM; AID 504720, 2011; in the data active = activation above about 50%
Target sequence (P0AE70 whole entry, looked up): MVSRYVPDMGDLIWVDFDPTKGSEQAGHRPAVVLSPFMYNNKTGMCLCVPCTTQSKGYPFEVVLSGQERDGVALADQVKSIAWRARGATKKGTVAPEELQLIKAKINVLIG
VHR inh abs = VHR1 phosphatase inhibitors, primary screen, biochemical, absorbance, uHTS | Dual specificity protein phosphatase 3 (Homo sapiens), P51452 | inhibition, % at 13.3 µM | 290,000 tested, 0.52% active | recombinant VHR phosphatase, pNPP absorbance; in the data active = inhibition above about 50%; also: some compounds called inactive have numbers as strong as hits
Target sequence (P51452 whole entry, looked up): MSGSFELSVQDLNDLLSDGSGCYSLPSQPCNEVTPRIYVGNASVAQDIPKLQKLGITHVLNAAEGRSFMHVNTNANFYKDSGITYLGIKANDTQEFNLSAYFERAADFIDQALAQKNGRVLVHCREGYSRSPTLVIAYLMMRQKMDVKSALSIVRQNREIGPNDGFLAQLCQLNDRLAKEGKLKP
PrPC TRFRET = inhibitors of human cell surface prion protein PrPC, primary screen, cell-based, TR-FRET; Major prion protein (Homo sapiens), P04156; TR-FRET read-out; inhibition, % at 13.8 µM; 370,000 tested, 0.43% active; AID 720596, 2013; in the data active = inhibition above about 24%; also: 0% = median of the test wells and 100% = reference compound wells
3CLpro inhibitor = SARS-CoV 3CLpro protease inhibitors, primary screen, biochemical, quenched FRET; 290,000 tested, 0.14% active; Replicase polyprotein 1ab (Severe acute respiratory syndrome coronavirus), P0C6X7; inhibition, % at 6 µM; AID 1706, 2009; recombinant SARS-CoV 3CLpro, quenched FRET peptide cleavage; in the data active = inhibition above about 12%
PriA SSB inh = inhibitors of Klebsiella pneumoniae PriA binding to SSB C-terminal tail, primary screen, biochemical, AlphaScreen; PriA–SSB C-terminal tail interaction (Klebsiella pneumoniae); 430,000 tested, 0.6% active; AID 1272365, 2023; inhibition, % at 33 µM; AlphaScreen SSBct-PriA binding, biotinylated peptide; in the data active = inhibition mostly above about 37%, no sharp cut-off; inactive = mostly below about 20%;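 also: plate controls were negative control peptide for no effect and reference peptide for full effect; strong numbers were not always called active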
Anthrax LF inh2 = Bacillus anthracis LF protease inhibitors, primary screen, biochemical, multiplex microsphere, MLPCN library; Lethal factor (Bacillus anthracis), P15917; multiplex microsphere protease cleavage assay; inhibition, % at 10 µM; 360,000 tested, 0.12% active; AID 588501, 2011; also: plate controls were buffer without enzyme for full effect and enzyme alone for no effect
Active calls of the source: *; ? = inconclusive; / = no result given; & = joins results of further samples. Rule as the data show it, unless noted: active = inhibition above about 30%; inconclusive = no clear call, values can overlap the other calls; inactive = below that. These rows are one share of the data (hit frequency here may not be typical).

Start of the data: the first 5 records (preview)
SMILES	CCHF vOTU inh	Rv3671c protease	BoNT-F LC inh	BoNT A protease	MazF activator	VHR inh abs	PrPC TRFRET	3CLpro inhibitor	PriA SSB inh	Anthrax LF inh2
C=CCC1(C#N)C(=S)NC(C)=C(C(=O)OCC)C1c1ccccc1 (configuration not stated)	5	6	/	/	-15	1	1	-1	1	/
COCCNC(=O)c1cc(-c2ccccc2C)nn1CC1CC(c2cccnc2)=NO1 (configuration not stated)	-7	3	2	0.4	18	/	-3	/	-12	-6
COc1ccccc1CNC(=O)CN1C(=O)c2ccccc2S1(=O)=O	-7	-6	-8	-1.3	11	17	5	3	-2	-1
CCOC(=O)c1ccc(-c2c(-c3ccccc3OC)sc3cc4c(cc23)OCO4)cc1F	5	-4	0	0.8	-6	/	-9	/	0	1
O=S(=O)(c1cc(Cl)cc(Cl)c1)N1Cc2cc(-c3ccccc3)ccc2-n2nncc2C1	8	/	-4	-0.5	/	/	-1	/	/	2

The whole of this part, from the first entry:
SMILES	CCHF vOTU inh	Rv3671c protease	BoNT-F LC inh	BoNT A protease	MazF activator	VHR inh abs	PrPC TRFRET	3CLpro inhibitor	PriA SSB inh	Anthrax LF inh2
C=CCC1(C#N)C(=S)NC(C)=C(C(=O)OCC)C1c1ccccc1 (configuration not stated)	5	6	/	/	-15	1	1	-1	1	/
COCCNC(=O)c1cc(-c2ccccc2C)nn1CC1CC(c2cccnc2)=NO1 (configuration not stated)	-7	3	2	0.4	18	/	-3	/	-12	-6
COc1ccccc1CNC(=O)CN1C(=O)c2ccccc2S1(=O)=O	-7	-6	-8	-1.3	11	17	5	3	-2	-1
CCOC(=O)c1ccc(-c2c(-c3ccccc3OC)sc3cc4c(cc23)OCO4)cc1F	5	-4	0	0.8	-6	/	-9	/	0	1
O=S(=O)(c1cc(Cl)cc(Cl)c1)N1Cc2cc(-c3ccccc3)ccc2-n2nncc2C1	8	/	-4	-0.5	/	/	-1	/	/	2
COC(=O)c1ccc2c(=O)n(CCCCCC(=O)NCCNC(C)=O)c(=O)[nH]c2c1	-23	4	3	0.2	-9	26	4	-3	-2	-4
COc1ccc(OCC(=O)Nc2c3c(nn2-c2ccccc2)CS(=O)(=O)C3)cc1	2	6	6	-1.6	3	-2	-3	3	-23	-5
O=Cc1cn(CC(=O)Nc2ccc3c(c2)OCO3)c2ccccc12	4	-4	-2	-1.3	5	1	7	3	-10	-3
O=C(c1ccc([N+](=O)[O-])cc1)N1CCc2ccccc2C1	5	-2	0	0.0	2	5	-4	0	0	1
CSCC(C)N1CCC(n2nccc2NC(=O)c2ccccc2C)CC1 (configuration not stated)	-15	8	1	3.9	-14	10	-2	4	-23	2
CC12CCC(C(=O)OC3CCCCC3)(OC1=O)C2(C)C (configuration not stated)	-11	0	8	2.4	8	19	0	-4	-5	-11
O=C(NCCc1ccccc1)C1CCN(S(=O)(=O)N2CCOCC2)CC1	0	15	15	6.6	4	-2	-13	4	8	5
CCc1nc2c(OCC3COc4ccccc4O3)cccn2c1N(C)C(=O)c1ccc(OC)cc1 (configuration not stated)	8	/	0	0.0	/	/	-2	/	/	2
N#Cc1ccc(S(=O)(=O)NC2CCCCNC2=O)cc1 (configuration not stated)	-6	6	42*	-1.3	7	14	-1	1	-8	0
CC(=O)C1=C(C)Nc2ncnn2C1c1ccc(Br)cc1 (configuration not stated)	15	9	-19	-5.9	-3	11	8	1	1	0
CCOCCOC(=O)c1[nH]c2c(c1C)C(=O)CC(c1ccccc1)C2 (configuration not stated)	-9	-3	12	-0.3	8	-14	21	0	-8	-2
Cc1cc(=O)[nH]c(SCC(=O)Nc2ccc3c(c2)OCCO3)n1	0	5	4	0.2	0	13	7	3	-10	1
CCc1ccccc1Nc1nc2ccccc2n1CC	4	0	-8	-0.5	10	24	0	2	9	-4
O=C(CSCCO)Nc1cc(C(F)(F)F)ccc1Cl	-9	2	6	-0.6	-4	-4	0	1	-7	-3
OC1CCN(C(=S)Nc2ccc(Nc3ccccc3)cc2)CC1	-8	10	-3	0.2	7	11	1	2	14	-7
C=C1c2ccccc2NC(=S)N1Cc1ccc2c(c1)OCO2	6	-15	-5	-0.9	-1	22	-1	-1	-15	-2
CN1CCN(c2nc3c(c(=O)[nH]c(=O)n3C)n2CC(N)=O)CC1	4	-1	-4	-0.4	-3	4	9	4	7	3
CN(Cc1c(C(=O)N2CCc3ccccc3C2)nc2ccc(Cl)cn12)C(C1CC1)C1CC1	-5	3	-1	-1.3	-1	10	1	4	2	7
COc1cc(CNc2ncnc3c2ncn3[C@H]2CN(CCN3CCOCC3)C[C@@H](CO)O2)cc(OC)c1OC	-2	/	-3	0.3	/	/	-3	/	/	-2
COc1ccc(C2Nc3ccccc3C(=O)N2NS(=O)(=O)c2ccc(C)cc2)cc1 (configuration not stated)	-32	-7	-7	-0.3	-2	32	-2	4	-6	-1
Cc1cc(C)c2c(=O)[nH]cnc2n1	-3	3	0	-0.6	-1	9	-1	6	-5	-1
COc1ccccc1N1CCN(C(=O)CCc2ccc(S(=O)(=O)NCC(C)C)cc2)CC1	2	-1	-2	0.6	7	11	2	3	15	-3
Cc1nc2ccc(S(=O)(=O)NC(C(=O)Nc3nccs3)C(C)C)cc2s1 (configuration not stated)	2	-1	-16	-0.1	-16	-5	-5	2	-19	5
COc1ccc(C(=O)CSc2nnc(NC(=O)C3CC(=O)N(c4ccccc4C)C3)s2)cc1 (configuration not stated)	-23	-15	5	1.4	1	-17	-3	5	5&-7	-4
O=C(COC(=O)Cc1ccc(Cl)cc1)NCc1cccs1	-4	6	7	0.3	1	/	-6	/	1	0
CC(C(=O)Nc1ccc(N(C)C)cc1)N1C(=O)c2ccccc2S1(=O)=O (configuration not stated)	0	-7	-32	0.5	4	/	-3	/	16	-7
C[C@@H](NC(=O)c1nc[nH]c1C(=O)N1CCc2ccccc2C1)c1ccccc1	4	-4	2	-0.1	3	/	9	/	6	-6
O=C(N[C@H]1CCCCNC1=O)c1cc(COc2ccc(F)cc2F)on1	3	1	2	-0.9	-26	-37	1	2	-22	0
Cc1cccc(N2C(=O)C3CCCN3C2=S)c1C (configuration not stated)	-3	-5	-7	-3.1	9	/	2	/	-1	1
COc1ccccc1C#Cc1cnc2c(c1)C(=O)N([C@H](C)CO)C[C@@H](C)[C@@H](CN(C)C(=O)c1ccc3c(c1)OCO3)O2	-7	/	-2	-0.3	3	/	2	/	/	0
COc1cc(NC(=O)c2cc(-c3ccco3)on2)c(OC)cc1Cl	7	-6	-5	-0.4	0	-7	-7	-3	-4	-2
O=C(c1ccc(-n2cccc2)cc1)N1CCOCC1	9	2	?	0.8	-4	37	-2	4	-3	-2
CCC(=O)Nc1cc2c(cc1Cl)-c1ccccc1C2	3	/	-5	-0.6	8	/	-9	/	-5	-3
COc1ccc(Cn2nc(C)cc2C)cc1OC	7	1	-4	-0.6	-2	-22	0	1	2	3
Nc1[nH]c(C(=O)c2ccccc2)c(-c2ccc(Cl)c(F)c2)c1C(=O)NCCc1c[nH]c2ccccc12	9	/	-3	-0.9	/	/	-6	/	/	4
O=C(COc1ccccc1)N1CCN=C1SCc1cccnc1	11	-6	0	0.8	0	32	7	-2	-4&0	-2
O=C1c2ccsc2SCCN1Cc1ccc(F)cc1	-13	5	4	-0.2	-1	-2	-2	-7	-5	0
O=C(O)COc1ccccc1	8	5	-1	0.1	9	/	7	/	0	-2
CCn1c(=O)c2cc(C(=O)Nc3cccc(C(C)=O)c3)sc2c2ccccc21	-12	4	-4	-0.3	10	-1	-7	1	0	0
CC(C)CSc1nc2c(=O)[nH][nH]c(=O)c2n1Cc1ccccc1	13	6	18	0.9	-2	9	3	2	-17	4
Cc1nc(-c2ccccc2)sc1C(=O)NN	-11	-6	1	0.7	-7	6	-5	6	-2	0
CCOC(=O)C1CCN(C(=O)C2CCN(S(=O)(=O)c3cc(Cl)ccc3OCC)CC2)CC1	-12	3	13	3.3	-1	4	13	0	2	-4
CC1CCN(C(=O)c2cc3c(=O)n4ccccc4nc3s2)CC1	-113	2	8	2.5	12	-14	-2	-7	-8	3
Cc1cc(C)c2c(n1)SCC(=O)N2CC(=O)Nc1c(C)cccc1C	-2	-2	-3	0.1	-4	13	-1	-2	7	-1
CCC1(CC)Cc2ccccc2-c2nc(NN)[nH]c(=O)c21	-35	-6	-1	-1.0	4	25	0	3	-5	-3
Cc1cc(OCC(=O)NCCCN2CCCC2=O)c2c(C)cc(=O)oc2c1	-27	11	10	1.2	2	-1	3	1	-2	6
CC(=O)COc1ccc2c(-c3cccc([N+](=O)[O-])c3)cc(=O)oc2c1	1	-2	-6	-1.3	-6	38	-10	2	3	-1
COc1cc(/C=N/NC(=O)c2cccnc2)ccc1OCC(=O)N1CCOCC1	5	1	-5	-0.2	1	-4	-6	-3	/	-1
CCCC(=O)NC(C)c1nc2ccccc2[nH]1 (configuration not stated)	-3	5	4	0.0	-2	-15	1	-9	3	1
O=C(c1ccc(Cl)cc1Cl)N1CCC(c2nc3c(nnn3Cc3ccco3)c(=O)[nH]2)CC1	5	0	-8	-0.2	-3	28	1	1	15	0
C=C(C)[C@@H](O)COc1c2ccoc2cc2oc(=O)ccc12	7	7	-8	-0.4	0	/	1	/	-3	-6
O=C(c1n[nH]c2ccccc12)N1CCOCC1	-4	0	0	0.3	-2	17	-4	0	-8	1
COc1ccc(NC(=O)Cc2coc3ccc4ccccc4c23)cc1S(=O)(=O)N1CCOCC1	-5	-31	-8	-0.5	-7	5	15	5	-3	0
COC(=O)C1=C(c2ccc(F)cc2OCc2ccccc2)C[C@@H]2CC[C@H]1N2C(=O)NC1Cc2ccccc2C1	5	-17	2	-0.2	-10	/	14	/	-19	-2
CC1CCN(C(=O)c2cc(F)c(F)cc2Cl)CC1	5	4	?	1.3	0	9	-1	1	-8	8

(continued)
SMILES	CCHF vOTU inh	Rv3671c protease	BoNT-F LC inh	BoNT A protease	MazF activator	VHR inh abs	PrPC TRFRET	3CLpro inhibitor	PriA SSB inh	Anthrax LF inh2
COc1ccc(CNC(=O)C2CC(C)=C(C)CC2C(=O)O)cc1 (configuration not stated)	8	2	6	-0.2	-2	-8	-3	1	0	1
CCCc1nc2oc3c(Cl)ncnc3c2c2c1CCCC2	-5	1	?	2.5	9	16	-6	0	-7	3
CC(C)C(O)C1CCN(Cc2nc(-c3cccs3)no2)CC1 (configuration not stated)	-2	-6	1	-0.3	-15	10	-2	1	3	3
CCNc1cc(O)ccc1C	/	63*	-10	1.3	35	/	/	/	17	-1
O=C(OCc1cn([C@H]2C[C@H](c3ccc(Cl)cc3)N(CC3CCCCC3)C[C@@H]2O)nn1)c1ccccc1	12	/	-4	0.1	1	/	0	/	/	6
O=C(CCn1nc(-c2ccccc2)ccc1=O)N1CCOCC1	-16	-11	-10	-1.7	4	6	-8	3	6	-1
Cc1ccc(SCCNCc2ccco2)cc1	2	-4	-7	1.7	10	14	3	-6	-10	11
Cc1cc2cc(CN(Cc3ccco3)C(=S)NCC3CCCO3)c(=O)[nH]c2cc1C (configuration not stated)	31*	-10	2	0.2	-8	-2	11	1	10	0
CC1CN(C(=O)CCC(=O)NCc2ccccc2)c2ccccc2O1 (configuration not stated)	0	-4	-2	0.5	-4	2	-3	0	-6	-3
CCOC(=O)C1(CCOC)CCN(Cc2ccc(COC)o2)CC1	5	-3	-2	0.2	7	13	-7	3	-9	-2
